3CLpro inhibitor: SARS-CoV 3CLpro protease inhibitors, primary screen, biochemical, quenched FRET; recombinant SARS-CoV 3CLpro, quenched FRET peptide cleavage; inhibition, % at 6 µM; 0.14% of 290,000 active; Replicase polyprotein 1ab (Severe acute respiratory syndrome coronavirus), P0C6X7; in the data active = inhibition above about 12%
PriA SSB inh: inhibitors of Klebsiella pneumoniae PriA binding to SSB C-terminal tail, primary screen, biochemical, AlphaScreen; 0.6% of 430,000 active; inhibition, % at 33 µM; AlphaScreen SSBct-PriA binding, biotinylated peptide; in the data active = inhibition mostly above about 37%, no sharp cut-off; inactive = mostly below about 20%;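 note: plate controls were negative control peptide for no effect and reference peptide for full effect; strong numbers were not always called active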
Vc quorum ag: inducers of Vibrio cholerae quorum light production without autoinducers, primary screen, BH1578 luxS cqsA deficient, single point; V. cholerae BH1578 lux reporter, luminescence, 6 h; AID 588436, 2011; 0.16% of 350,000 active; activation, % at 18.7 µM; in the data active = activation mostly above about 9.7%, no sharp cut-off; inconclusive = no clear call, values can overlap the other calls; inactive = mostly below about 3.7%; note: not every result past the cut was called active; inactives centre near 0; reference of the scale not given here
Yp Topo-I inh: Yersinia pestis topoisomerase I inhibitors, primary screen, biochemical, cleavage product accumulation, plate reader, single point; AID 504884, 2011; Y. pestis Topo-I cleavage product accumulation; 0.064% of 360,000 active; activity, % at 10 µM; in the data active = activity above about 50%, passing the limit was not always enough; inconclusive = no clear call, values can overlap the other calls; note: inactives centre near 2
PfHsp40 yeast: rescue of yeast from PfHsp40 toxicity, primary screen, S. cerevisiae, ATP luminescence | S. cerevisiae expressing PfHsp40, growth rescue | growth rescue, % at 12.5 µM | 0.68% of 340,000 active; in the data active = growth rescue above about 28%, passing the limit was not always enough; inconclusive = no clear call, values can overlap the other calls;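 note: yeast W303a lacking pdr1 and pdr3 grown in galactose medium; growth measured after three days at 30 °C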
TcdB inh: TcdB glycohydrolase inhibitors, primary screen, biochemical, single point, plate reader; Toxin B (Clostridioides difficile), P18177; TcdB glycohydrolase enzymatic assay; inhibition, % at 9.99 µM; 0.24% of 350,000 active; in the data active = inhibition above about 10%
Anthrax LF prot: Bacillus anthracis LF protease inhibitors, primary screen, biochemical, multiplex microsphere, MLPCN library. Lethal factor (Bacillus anthracis), P15917. multiplex microsphere protease cleavage assay. inhibition, % at 10 µM. 0.12% of 360,000 active; note: plate controls were buffer without enzyme for full effect and enzyme alone for no effect
Target sequence (P15917 whole entry, looked up): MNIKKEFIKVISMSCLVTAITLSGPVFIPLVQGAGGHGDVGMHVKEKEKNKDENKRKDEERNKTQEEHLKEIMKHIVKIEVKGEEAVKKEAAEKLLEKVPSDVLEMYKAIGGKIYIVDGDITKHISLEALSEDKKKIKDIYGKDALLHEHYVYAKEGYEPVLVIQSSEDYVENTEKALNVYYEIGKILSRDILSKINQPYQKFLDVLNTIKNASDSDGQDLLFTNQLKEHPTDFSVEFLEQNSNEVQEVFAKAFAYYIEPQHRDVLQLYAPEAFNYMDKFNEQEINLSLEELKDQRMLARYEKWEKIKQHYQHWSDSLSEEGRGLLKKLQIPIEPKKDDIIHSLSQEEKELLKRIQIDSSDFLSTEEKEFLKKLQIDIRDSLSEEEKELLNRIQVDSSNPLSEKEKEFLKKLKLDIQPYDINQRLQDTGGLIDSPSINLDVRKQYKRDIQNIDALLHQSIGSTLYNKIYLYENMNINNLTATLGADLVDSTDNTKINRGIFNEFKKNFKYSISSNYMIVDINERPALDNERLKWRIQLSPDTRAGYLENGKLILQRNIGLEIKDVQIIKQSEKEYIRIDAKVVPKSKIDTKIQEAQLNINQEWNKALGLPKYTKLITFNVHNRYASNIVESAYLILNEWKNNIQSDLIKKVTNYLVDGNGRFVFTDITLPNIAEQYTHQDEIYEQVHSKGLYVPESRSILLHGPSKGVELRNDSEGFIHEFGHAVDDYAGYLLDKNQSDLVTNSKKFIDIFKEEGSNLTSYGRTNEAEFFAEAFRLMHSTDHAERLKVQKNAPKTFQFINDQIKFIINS
PrPC TRFRET: inhibitors of human cell surface prion protein PrPC, primary screen, cell-based, TR-FRET; Major prion protein (Homo sapiens), P04156; TR-FRET read-out; inhibition, % at 13.8 µM; 0.43% of 370,000 active; AID 720596, 2013; in the data active = inhibition above about 24%; note: 0% = median of the test wells and 100% = reference compound wells
BoNT-A LC inh2: BoNT/A light chain protease inhibitors, primary screen, biochemical, flow cytometry, MLPCN library; 0.17% of 360,000 active; inhibition, % at 10 µM; multiplex microsphere protease substrate cleavage; note: plate controls were buffer without enzyme for full effect and enzyme alone for no effect
The depositor's hits bear a star; & = joins results of further samples. Cut-off read from the data, not from the text of the source, unless noted: active = inhibition above about 30%; inconclusive = no clear call, values can overlap the other calls; inactive = below that. Only part of the results is shown; the hit share may differ from the screen's.

Results for COc1ccc(NC(=O)CSCC(=O)N2CCN(c3cccc(C(F)(F)F)c3)CC2)cc1 ?
PriA SSB inh: -6.9; Vc quorum ag: inactive; Yp Topo-I inh: 16.3; PfHsp40 yeast: 4.7; TcdB inh: -4.6; Anthrax LF prot: 0.5; PrPC TRFRET: 11.6; BoNT-A LC inh2: 0.0

What do the screens show for `CN(C)S(=O)(=O)N(CC(=O)NCCSCc1ccc(Cl)cc1)c1ccccc1`?
3CLpro inhibitor: 3.6; PriA SSB inh: 0.1; Vc quorum ag: -0.5; Yp Topo-I inh: 24.5; PfHsp40 yeast: 0.5; TcdB inh: -1.2; Anthrax LF prot: 10.0; PrPC TRFRET: 17.0; BoNT-A LC inh2: -1.0

How did CCOc1ccc(-n2c(Cc3ccccc3)nnc2SCc2c(C)noc2C)cc1 do in these assays?
3CLpro inhibitor: -3.4; PriA SSB inh: -12.8; Vc quorum ag: inactive; Yp Topo-I inh: 12.2; PfHsp40 yeast: 0.8; Anthrax LF prot: -1.9; PrPC TRFRET: 6.0; BoNT-A LC inh2: 0.3

Results for CN1CCN(c2ccccc2NC(=O)c2c(F)cccc2F)CC1 ?
3CLpro inhibitor: -6.3; PriA SSB inh: 3.1; Vc quorum ag: 1.5; Yp Topo-I inh: 3.5; PfHsp40 yeast: 1.4; TcdB inh: 0.6; Anthrax LF prot: -1.2; PrPC TRFRET: -5.6; BoNT-A LC inh2: 0.0

How did COC(=O)c1cc(N2CCNCC2)nc2ccccc12 do in these assays?
3CLpro inhibitor: 2.3; PriA SSB inh: -0.2; Vc quorum ag: -0.3; Yp Topo-I inh: 1.5; PfHsp40 yeast: -0.1; TcdB inh: 1.7; Anthrax LF prot: -3.9; PrPC TRFRET: -10.8; BoNT-A LC inh2: 0.5

Results for CSc1cccc(NC(=O)/C=C/c2ccccc2)c1 ?
3CLpro inhibitor: 0.4; PriA SSB inh: -23.5; Vc quorum ag: inactive; Yp Topo-I inh: -7.8; PfHsp40 yeast: inconclusive; Anthrax LF prot: -9.5; PrPC TRFRET: 2.6; BoNT-A LC inh2: -0.6

Results for C#CCOCCOCCOCCNc1nc(N2CCN(C(=O)[C@H](CCCCN)n3cc([C@@H](N)C(C)CC)nn3)CC2)nc(N2CCN(C(=O)[C@H](Cc3cc4ccccc4[nH]3)n3cc([C@@H](N)C(C)CC)nn3)CC2)n1 (stereo partly specified) ?
PriA SSB inh: 9.2; Vc quorum ag: -4.5; Yp Topo-I inh: -19.9; PfHsp40 yeast: -0.3; Anthrax LF prot: -8.4; BoNT-A LC inh2: -0.2

How did Cc1ccc(S(=O)(=O)N2CCC(=O)N(CCOC(=O)Nc3ccc(C)c(C)c3)CC2)cc1 do in these assays?
3CLpro inhibitor: 2.9; PriA SSB inh: -11.6; Vc quorum ag: inactive; Yp Topo-I inh: 20.1; PfHsp40 yeast: 1.6; TcdB inh: 0.5; Anthrax LF prot: -8.5; PrPC TRFRET: -0.1; BoNT-A LC inh2: -1.1

Results for O=C(O)COc1ccccc1-c1ccccc1 ?
3CLpro inhibitor: -4.2; PriA SSB inh: -4.6; Vc quorum ag: -2.3; Yp Topo-I inh: -6.3; PfHsp40 yeast: 0.5; TcdB inh: -0.7; Anthrax LF prot: -9.8; PrPC TRFRET: 1.2; BoNT-A LC inh2: 0.8

What do the screens show for `Cc1c(Cl)cccc1NC(=O)CCCn1nc([N+](=O)[O-])cc1C`?
3CLpro inhibitor: -0.3; PriA SSB inh: -0.6; Vc quorum ag: 0.5; Yp Topo-I inh: 0.1; PfHsp40 yeast: -0.6; TcdB inh: 1.4; Anthrax LF prot: -2.6; PrPC TRFRET: -16.6; BoNT-A LC inh2: 0.2

Results for CCN(CC(=O)Nc1ccc(NC(C)=O)cc1)C(=O)c1cccc(S(=O)(=O)N2CCc3ccccc3C2)c1 ?
PriA SSB inh: -1.7; Vc quorum ag: -26.8; Yp Topo-I inh: -5.2; PfHsp40 yeast: -0.6; TcdB inh: -0.3; Anthrax LF prot: 4.2; PrPC TRFRET: 3.4; BoNT-A LC inh2: -3.2

Results for CCOc1ccc(CCN2C(=S)N([C@@H](CC(C)C)CN3CCC[C@@H]3CN3C(=S)NC[C@@H]3CC(C)C)C[C@@H]2Cc2ccc(O)cc2)cc1 ?
TcdB inh: 0.1; Anthrax LF prot: -12.0; PrPC TRFRET: 3.4; BoNT-A LC inh2: -1.0

How did COC(=O)C1=C(C)n2cnnc2NC1c1ccc(Cl)cc1 (stereo unspecified) do in these assays?
3CLpro inhibitor: -2.3; PriA SSB inh: -0.1; Vc quorum ag: -0.3; Yp Topo-I inh: 3.3; PfHsp40 yeast: 0.9; TcdB inh: 1.6; Anthrax LF prot: -1.5; PrPC TRFRET: 2.6; BoNT-A LC inh2: -0.6

How did O=C1NCC(NC(=O)C(F)(F)F)c2cc3c(cc21)OCO3 (stereo unspecified) do in these assays?
3CLpro inhibitor: 3.7; PriA SSB inh: -4.7; Vc quorum ag: -0.4; Yp Topo-I inh: 2.6; PfHsp40 yeast: 0.4; TcdB inh: -0.8; Anthrax LF prot: 0.6; PrPC TRFRET: -2.3; BoNT-A LC inh2: 0.1

Results for C#CCNC(=O)C1=C[C@@H](C2CC2)C[C@@H](OCCCCO)O1 ?
PriA SSB inh: -1.4; Vc quorum ag: 3.0; Yp Topo-I inh: 7.7; PfHsp40 yeast: -0.2; TcdB inh: -0.1&-4.6; Anthrax LF prot: -1.4; PrPC TRFRET: 0.0; BoNT-A LC inh2: -0.3

How did COc1ccc(C)cc1NC(=O)CN1C(=O)COc2ccc(S(=O)(=O)N3CCOCC3)cc21 do in these assays?
3CLpro inhibitor: -3.8; PriA SSB inh: -7.6; Vc quorum ag: -0.9; Yp Topo-I inh: -3.4; PfHsp40 yeast: 0.5; TcdB inh: -1.0; Anthrax LF prot: 0.4; PrPC TRFRET: -1.6; BoNT-A LC inh2: -1.6

How did Nc1c(C(=O)NCC2CCCO2)sc2nc3c(c(-c4ccco4)c12)CC/C3=C\c1ccco1 (stereo unspecified) do in these assays?
3CLpro inhibitor: 1.1; PriA SSB inh: 7.9; Vc quorum ag: -0.1; Yp Topo-I inh: 2.2; PfHsp40 yeast: -0.2; TcdB inh: 0.4; Anthrax LF prot: -3.1; PrPC TRFRET: -6.8; BoNT-A LC inh2: -2.0

How did CCCC(=O)Nc1ccc2c(c1)nc(CCN1CCCCC1)n2C do in these assays?
3CLpro inhibitor: -2.2; PriA SSB inh: -6.7; Vc quorum ag: 0.6; Yp Topo-I inh: 1.9; PfHsp40 yeast: 1.5; TcdB inh: 0.9; Anthrax LF prot: -9.9; PrPC TRFRET: -2.5; BoNT-A LC inh2: inconclusive

Results for Cc1cccc(OCCC(=O)Nc2c(C)n(C)n(-c3ccccc3)c2=O)c1 ?
3CLpro inhibitor: -1.0; PriA SSB inh: -18.0; Vc quorum ag: inactive; Yp Topo-I inh: -1.5; PfHsp40 yeast: 1.1; Anthrax LF prot: 3.3; PrPC TRFRET: 9.4; BoNT-A LC inh2: -1.4

How did Cc1ccccc1C(=O)N1CCC(C(=O)NC(C)c2ccc(-n3ccnc3)cc2)CC1 (stereo unspecified) do in these assays?
3CLpro inhibitor: 2.6; PriA SSB inh: -5.3; Vc quorum ag: inactive; Yp Topo-I inh: -9.2; PfHsp40 yeast: 1.7; TcdB inh: -2.1; Anthrax LF prot: 2.7; PrPC TRFRET: 0.6; BoNT-A LC inh2: -0.4

How did O=C(O)COc1ccc(/C=N/Nc2nc(Nc3ccccc3)nc(N3CCCCC3)n2)cc1 do in these assays?
3CLpro inhibitor: 2.8; Vc quorum ag: inactive; Yp Topo-I inh: 1.6; PfHsp40 yeast: 0.2; TcdB inh: -0.4; Anthrax LF prot: -0.5; PrPC TRFRET: 1.6; BoNT-A LC inh2: -0.2

Results for CC(C)(C)NC(=O)C1Cc2ccccc2CN1 (stereo unspecified) ?
3CLpro inhibitor: 1.0; PriA SSB inh: 1.3; Vc quorum ag: -0.3; Yp Topo-I inh: -2.0; PfHsp40 yeast: 0.3; TcdB inh: 0.5; Anthrax LF prot: -5.2; PrPC TRFRET: -0.4; BoNT-A LC inh2: -0.4

How did CCOc1ccc(C(=O)OC(C)C(=O)N2CCN(Cc3ccccc3)CC2)cc1 (stereo unspecified) do in these assays?
PriA SSB inh: -8.8; Vc quorum ag: inactive; Yp Topo-I inh: 17.9; PfHsp40 yeast: 0.3; TcdB inh: 0.1; Anthrax LF prot: -9.4; PrPC TRFRET: 1.3; BoNT-A LC inh2: -0.2

How did CCOC(=O)C1(CCc2ccccc2)CCN(C(=O)CCc2cnccn2)CC1 do in these assays?
3CLpro inhibitor: 1.9; PriA SSB inh: -12.0; Vc quorum ag: inactive; Yp Topo-I inh: 11.1; PfHsp40 yeast: 0.1; TcdB inh: -0.5; Anthrax LF prot: 3.6; PrPC TRFRET: -5.3; BoNT-A LC inh2: -1.2

How did CC(C)(C)CNC(=O)C1(C)CCN1C(=O)Cc1ccc(-c2ccccc2)cc1 (stereo unspecified) do in these assays?
Vc quorum ag: inactive; Yp Topo-I inh: 23.4; TcdB inh: 1.4; Anthrax LF prot: -9.2; PrPC TRFRET: 7.5; BoNT-A LC inh2: -0.5

What do the screens show for `Cc1onc(-c2c(F)cccc2Cl)c1C(=O)Nc1c(C)n(C)n(-c2ccccc2)c1=O`?
3CLpro inhibitor: -3.6; PriA SSB inh: 11.4; Vc quorum ag: 1.7; Yp Topo-I inh: 0.9; PfHsp40 yeast: 0.9; Anthrax LF prot: 6.2; PrPC TRFRET: -0.3; BoNT-A LC inh2: -0.1

How did CC(C)c1c(O)nc(SCCN2CCOCC2)[nH]c1=O do in these assays?
3CLpro inhibitor: -6.9; PriA SSB inh: -9.4; Vc quorum ag: inactive; Yp Topo-I inh: 0.3; PfHsp40 yeast: 1.2; Anthrax LF prot: 0.9; PrPC TRFRET: -1.4; BoNT-A LC inh2: -0.2

Results for C=CCSC1=NNC(c2ccc(C(C)(C)C)cc2)=NN1 ?
3CLpro inhibitor: 1.4; PriA SSB inh: -9.9; Vc quorum ag: -0.3; Yp Topo-I inh: 3.2; PfHsp40 yeast: 0.2; TcdB inh: 1.8; Anthrax LF prot: -7.8; PrPC TRFRET: 0.3; BoNT-A LC inh2: -0.5

How did CCc1nc(C)c(C#N)c2cc(OC)c(OC)cc12 do in these assays?
3CLpro inhibitor: -2.5; PriA SSB inh: 0.9; Vc quorum ag: -0.4; Yp Topo-I inh: 4.8; PfHsp40 yeast: -1.5; Anthrax LF prot: -4.3; PrPC TRFRET: -0.3; BoNT-A LC inh2: -0.4

How did O=C(CSc1nc2ncccc2[nH]1)c1ccc2c(c1)OCO2 do in these assays?
3CLpro inhibitor: -1.5; PriA SSB inh: -2.2; Vc quorum ag: inactive; Yp Topo-I inh: 7.3; TcdB inh: 0.6; Anthrax LF prot: 5.4; PrPC TRFRET: 9.8; BoNT-A LC inh2: -4.9

How did CCOC(=O)Cc1csc(SCc2nc3sc4c(c3c(=O)[nH]2)CCC4)n1 do in these assays?
3CLpro inhibitor: -0.6; PriA SSB inh: 0.4; Vc quorum ag: 1.0; Yp Topo-I inh: 32.3; PfHsp40 yeast: 1.1; Anthrax LF prot: 5.8; PrPC TRFRET: 2.8; BoNT-A LC inh2: 0.4

From PubChem BioAssay
